HCV NS3 hel inh: inhibitors of HCV NS3 helicase, primary screen, biochemical, Cy5 molecular beacon fluorescence; inhibition, % at 10.9 µM; NS3 helicase DNA unwinding; 0.56% of 290,000 active; Hepatitis C virus NS3 helicase;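 active = inhibition above the mean of all tested compounds plus 3 SD, set per campaign, cut at about 35% in these data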;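 note: 0% = DMSO wells and 100% = thioflavine S control wells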
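System: Hepatitis C virus NS3 helicase domain fragment enzyme | Reagent: Annealed dual-labelled DNA beacon duplex, ATP-started | Compound dosing: 10.9 µM single point, 0.8% DMSO | Incubation: 1 h reaction at 25 °C, ATP-initiated | Technique: Cy5 fluorescence | Evaluation: Percent inhibition from t60/t0 fluorescence ratio | Benchmarks: Low DMSO, high thioflavine S at 110 µM | Replication: Singlicate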
MEKK2mut PB1 HTS: MEK5 binding signal on mutant MEKK2 PB1, primary screen, biochemical, multiplex bead flow cytometry, Alexa488-MEK5 | AID 1530, 2009 | percent response, % at 10 µM | 0.35% of 290,000 active | Alexa488-MEK5 binding to MEKK2 mutant; in the data active = percent response above about 24%, passing the limit was not always enough; note: inactives centre near 1; some results filed as inactive read as strong as hits
CRFBP-R2 agonist: agonists of CRF-BP/CRF-R2 complex, primary screen, cell-based, HEK293, calcium dye fluorescence, uHTS; 0.46% of 350,000 active; AID 588473, 2011; calcium dye fluorescence (FLIPR); percent of saturating CRF peptide response; activation, % at 13.2 µM;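 active = activation of at least 50%, plus an integration ratio under a set limit after plate pattern correction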;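 note: plate controls were neutral control wells without compound for no effect and CRF at EC100 for full effect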
MEKK3 PB1 HTS: modulators of MEKK3-MEK5 PB1 binding, primary screen, biochemical, wildtype MEKK3, multiplex bead flow cytometry, Alexa488-MEK5; Mitogen-activated protein kinase kinase kinase 3 (Homo sapiens), Q99759; bead-based flow cytometry, Alexa488-MEK5 binding to MEKK3; actives lie on both sides; 0 = blocked by unlabeled MEK5, 100 = vehicle; binding response (% of control), % at 10 µM; 1.4% of 290,000 active;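 active = binding response more than 3 SD above or below the average of its plate-row segment, actives on both sides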;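 note: Alexa488 bead fluorescence after subtracting the streptavidin-only scavenger bead signal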
SUMO HTRF inh: inhibitors of in vitro SUMOylation cascade, primary screen, biochemical, HTRF, uHTS | inhibition, % at 35 µM | 0.36% of 290,000 active | HTRF SUMOylation assay, SAE1/SAE2 + UBC9; in the data active = inhibition above about 50%, passing the limit was not always enough; note: strong numbers were not always called active
Target sequence (P63279 whole entry, looked up): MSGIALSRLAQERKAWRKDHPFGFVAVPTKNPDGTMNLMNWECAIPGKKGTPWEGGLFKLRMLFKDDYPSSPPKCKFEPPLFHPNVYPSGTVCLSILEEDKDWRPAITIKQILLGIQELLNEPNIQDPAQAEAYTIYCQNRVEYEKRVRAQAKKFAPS
CRFBP-R2 block: antagonists of CRF-BP/CRF-R2 complex, primary screen, cell-based, HEK293, calcium dye fluorescence, uHTS. CRF-induced calcium fluorescence. inhibition, % at 11.8 µM. 0.59% of 350,000 active. AID 588475, 2011;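 active = inhibition of the ligand-induced calcium signal above about 50% at the single tested concentration, limit read from the data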
MEKK2wt PB1 HTS: modulators of MEK5 binding to wildtype MEKK2, primary screen, biochemical, multiplex bead flow cytometry, Alexa488-MEK5 | binding response (% of control), % at 10 µM | Alexa488-MEK5 binding to MEKK2 WT; actives lie on both sides | AID 1531, 2009 | 1.1% of 290,000 active | Mitogen-activated protein kinase kinase kinase 2 (Homo sapiens), Q9Y2U5; in the data active = binding response below about 67% or above about 130%
FID counter: compounds displacing fluorescent DNA intercalator, primary screen, artefact control for HCV NS3 helicase inhibitor project, biochemical, FID fluorescence; inhibition, % at 7.9 µM; DNA fluorescent intercalator displacement; 0.17% of 290,000 active; AID 1845, 2009; in the data active = inhibition above about 37%;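 note: 0% = vehicle and 100% = reference compound; higher means more ethidium bromide displaced from hairpin DNA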
GalR3 antag: GalR3 antagonists in HEK293 cells, primary screen, cell-based, fluorescence readout; inhibition, % at 3 µM; 0.44% of 360,000 active; AID 651719, 2012; Galanin receptor type 3 (Homo sapiens), O60755; HEK293 GalR3-CNG cAMP membrane potential fluorescence; galR3 body fused to GalR1 C-terminus;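 active = inhibition above the screen-wide average plus 3 SD, cut at about 13% in these data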;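 note: forskolin and galanin both at EC90 stimulate the cells; cAMP rise reported by CNG channel membrane potential dye signal; 0% = forskolin plus galanin with DMSO and 100% = forskolin alone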
Target sequence (O60755 1-299 limits assumed): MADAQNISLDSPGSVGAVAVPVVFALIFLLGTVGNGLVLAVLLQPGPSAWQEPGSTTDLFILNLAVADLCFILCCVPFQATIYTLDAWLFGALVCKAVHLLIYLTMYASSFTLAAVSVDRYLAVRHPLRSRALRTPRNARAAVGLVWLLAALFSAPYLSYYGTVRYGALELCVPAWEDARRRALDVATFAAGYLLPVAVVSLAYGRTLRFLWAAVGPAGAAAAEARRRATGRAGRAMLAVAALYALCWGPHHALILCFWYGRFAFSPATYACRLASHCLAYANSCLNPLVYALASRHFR
The depositor's hits bear a star. These rows are one share of the data (hit frequency here may not be typical).

SMILES	HCV NS3 hel inh	MEKK2mut PB1 HTS	CRFBP-R2 agonist	MEKK3 PB1 HTS	SUMO HTRF inh	CRFBP-R2 block	MEKK2wt PB1 HTS	FID counter	GalR3 antag
CCOC(=O)c1ccc(NC(=S)NCc2ccc(S(N)(=O)=O)cc2)cc1	-3	3	-0.2	103	7	6	105	-1	-11
COc1ccc(CC(=O)NCC(=O)Nc2ccccc2Br)cc1	-7	6	-0.7	100	6	1	100	-10	-3
COC(=O)CCC/C=C1/SCC(NC(=O)c2ccccc2)/C1=N/O (stereo not drawn)	3	2	0.2	100	-15	4	102	-21	-4
CCN(CC)S(=O)(=O)c1ccc(C(=O)Oc2coc(CSc3nc(C)cc(C)n3)cc2=O)cc1	5	-1	0.4	96	8	23	93	5	-5
C=CCN(CC=C)C(=O)c1cccc(OC2CCN(S(=O)(=O)N(C)C)CC2)c1	-12	9	-1.6	108	18	9	112	-34	-3
CC(=O)Nc1ccc(S(=O)(=O)NCC2CCC(C(=O)NC3CCCCCC3)CC2)cc1 (stereo not drawn)	9	0	0.7	102	-2	33	99	-6	2
CC1CCN(S(=O)(=O)c2ccc(S(=O)(=O)N3CCC4(CC3)OCCO4)cc2)CC1	0	-5	-1.0	94	13	16	99	1	1
O=C(NC1CCN(Cc2ccccc2)CC1)c1ccccc1F	5	0	4.2	104	7	-3	101	-2	-9
COc1cccc(-c2noc(-c3ccc4c(c3)OCO4)n2)c1	0	0	2.7	111	-22	14	109	6	2
Cc1cccc(C)c1OC(=O)CSc1nnc(-c2ccccc2)o1	-3	0	0.2	103	6	-2	100	-12	-4
COc1cc(C(=O)NC(=S)NNC(=O)c2ccc3c(c2)OCO3)cc(OC)c1OC	1	1	5.7	107	-27	-9	113	-14	-3
CCC(C)(C)NC(=O)C(c1ccncc1)N(C(=O)c1sc(C)nc1C)c1ccc(C)cc1 (stereo not drawn)	5	-6	0.5	83	-4	-6	87	-30	-5
CCN1C(=O)CC(n2c(C)nc3ccccc32)C1=O (stereo not drawn)	-7	2	1.2	99	-6	-3	101	1	0
CCn1c(C)c(C(C)=O)c(N2CCN(c3ccccc3)CC2)nc1=S	-9	4	60*	101	24	-19	102	0	42*
CS(=O)(=O)N(CC(=O)NCCSC1CCCCC1)c1ccccc1	1	0	-1.6	95	-4	-1	103	-32	-5

Shown with bars between the fields: 4 of the compounds above.
Compound | HCV NS3 hel inh | MEKK2mut PB1 HTS | CRFBP-R2 agonist | MEKK3 PB1 HTS | SUMO HTRF inh | CRFBP-R2 block | MEKK2wt PB1 HTS | FID counter | GalR3 antag
CS(=O)(=O)N(CC(=O)NCCSC1CCCCC1)c1ccccc1 | 1 | 0 | -1.6 | 95 | -4 | -1 | 103 | -32 | -5
COc1cccc(-c2noc(-c3ccc4c(c3)OCO4)n2)c1 | 0 | 0 | 2.7 | 111 | -22 | 14 | 109 | 6 | 2
C=CCN(CC=C)C(=O)c1cccc(OC2CCN(S(=O)(=O)N(C)C)CC2)c1 | -12 | 9 | -1.6 | 108 | 18 | 9 | 112 | -34 | -3
O=C(NC1CCN(Cc2ccccc2)CC1)c1ccccc1F | 5 | 0 | 4.2 | 104 | 7 | -3 | 101 | -2 | -9

Next part:
SMILES	HCV NS3 hel inh	MEKK2mut PB1 HTS	CRFBP-R2 agonist	MEKK3 PB1 HTS	SUMO HTRF inh	CRFBP-R2 block	MEKK2wt PB1 HTS	FID counter	GalR3 antag
COc1ccc(OC(C)C(=O)N2CC(C)OC(C)C2)cc1 (stereo not drawn)	-3	6	-1.1	107	-6	15	105	-5	2
C=CCOC(=O)C1=C[C@@H](c2ccc(Br)cc2)C[C@@H](OCc2ccc(CO)cc2)O1	-2	-4	-2.3	100	-4	10	94	-29	-4
CCc1cc(=O)oc2cc(OC(C)C(=O)NCC3CCC(C(=O)O)CC3)c(Cl)cc12 (stereo not drawn)	-4	3	-2.2	103	6	5	105	-38	-3
CCOC(=O)c1ccc(-c2ccc(/C=N/NC(=O)CN(c3cccc(C)c3)S(C)(=O)=O)o2)cc1	13	9	0.6	101	16	11	107	2	-2
S=c1[nH]nc(-c2ccc3ncccc3c2)n1-c1ccc2c(c1)OCCO2	-12	-10	-1.4	94	-3	-4	88	-12	4
Cc1cc(CNC(=O)Cn2cc([N+](=O)[O-])cn2)c2ccccc2n1	-8	0	1.2	103	-7	8	102	7	-1
CCC(=O)N1C(=O)CCN(C(C)=O)c2ccccc21	-3	7	-0.5	109	0	8	108	2	-2
O=S(=O)(/C=C/c1ccccc1)Nc1ccc(N2CCOCC2)cc1	2	7	-2.0	101	27	9	107	-6	-5
COc1ccc(CNc2nc3ccccc3n2C)c(OC)c1	-7	-8	-1.6	100	-12	19	97	4	-6

Given field by field: 2 of the compounds above
structure: Cc1cccc(C)c1OC(=O)CSc1nnc(-c2ccccc2)o1
  HCV NS3 hel inh: -3	MEKK2mut PB1 HTS: 0	CRFBP-R2 agonist: 0.2	MEKK3 PB1 HTS: 103	SUMO HTRF inh: 6	CRFBP-R2 block: -2	MEKK2wt PB1 HTS: 100	FID counter: -12	GalR3 antag: -4

structure: COc1cc(C(=O)NC(=S)NNC(=O)c2ccc3c(c2)OCO3)cc(OC)c1OC
  HCV NS3 hel inh: 1	MEKK2mut PB1 HTS: 1	CRFBP-R2 agonist: 5.7	MEKK3 PB1 HTS: 107	SUMO HTRF inh: -27	CRFBP-R2 block: -9	MEKK2wt PB1 HTS: 113	FID counter: -14	GalR3 antag: -3

4 compounds already listed, ordered by the number in GalR3 antag, lowest first:
structure,GalR3 antag
COc1ccc(CNc2nc3ccccc3n2C)c(OC)c1,-6
CCC(=O)N1C(=O)CCN(C(C)=O)c2ccccc21,-2
Cc1cc(CNC(=O)Cn2cc([N+](=O)[O-])cn2)c2ccccc2n1,-1
S=c1[nH]nc(-c2ccc3ncccc3c2)n1-c1ccc2c(c1)OCCO2,4
